STK33 inh: human STK33 kinase inhibition; inhibition, % at 10 µM; AID 2661; hit rate 0.073% among 320,000; purified STK33, MBP phosphorylation, ADP-Glo luminescence;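 active = inhibition at or above 25%, using the most active replicate where run in duplicate; inactive = inhibition below 25%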
Target sequence (Q9BYT3 whole entry, looked up): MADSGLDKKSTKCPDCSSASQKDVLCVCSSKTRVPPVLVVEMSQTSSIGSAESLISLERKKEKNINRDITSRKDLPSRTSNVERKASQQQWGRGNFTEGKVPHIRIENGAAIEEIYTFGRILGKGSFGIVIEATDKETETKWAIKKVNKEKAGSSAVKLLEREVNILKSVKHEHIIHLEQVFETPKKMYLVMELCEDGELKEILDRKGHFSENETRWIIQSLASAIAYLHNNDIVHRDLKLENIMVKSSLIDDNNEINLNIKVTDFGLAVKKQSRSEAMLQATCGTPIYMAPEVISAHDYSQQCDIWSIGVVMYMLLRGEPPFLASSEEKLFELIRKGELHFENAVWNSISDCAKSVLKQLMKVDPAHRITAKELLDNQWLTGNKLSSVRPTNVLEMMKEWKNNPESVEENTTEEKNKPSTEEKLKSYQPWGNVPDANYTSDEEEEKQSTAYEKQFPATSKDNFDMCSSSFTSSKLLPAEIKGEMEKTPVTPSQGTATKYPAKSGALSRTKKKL
Kir21 inh: inhibitors of mouse Kir2.1 inward-rectifier potassium channel. HEK293-Kir2.1, FluxOR thallium flux fluorescence; stronger effect = lower value. hit rate 0.85% among 310,000. P35561. B-score at 10 µM;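 active = fluorescence ratio B-score at or below minus 3 SD of library scores, with starting-brightness B-score within 2 SD, cut at about -4.2 in these data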;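 also: channel flux triggered by added potassium and thallium sulfate stimulus; B-score of peak minus minimum fluorescence over baseline after thallium stimulus; more negative B-score means stronger Kir2.1 block with less thallium influx; some compounds called inactive have numbers as strong as hits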
Target sequence (P35561 whole entry, looked up): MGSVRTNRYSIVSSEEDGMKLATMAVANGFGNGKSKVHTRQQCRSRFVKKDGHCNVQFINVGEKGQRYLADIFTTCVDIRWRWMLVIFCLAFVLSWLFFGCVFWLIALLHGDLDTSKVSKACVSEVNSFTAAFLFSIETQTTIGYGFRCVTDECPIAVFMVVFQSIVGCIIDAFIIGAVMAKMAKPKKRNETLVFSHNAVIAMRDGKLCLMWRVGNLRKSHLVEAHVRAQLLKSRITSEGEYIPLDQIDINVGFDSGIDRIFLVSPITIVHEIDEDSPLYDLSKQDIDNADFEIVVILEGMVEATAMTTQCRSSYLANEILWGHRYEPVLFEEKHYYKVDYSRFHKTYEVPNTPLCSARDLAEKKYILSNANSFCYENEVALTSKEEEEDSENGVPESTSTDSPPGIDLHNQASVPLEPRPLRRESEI
Starred values were filed as active, the others as inactive; · = no result given.

SMILES	STK33 inh	Kir21 inh
O=C(COc1cccc(Cl)c1)Nc1ccc(N2CCOCC2)cc1	-1.2	-0.12
O=C(CCc1nc(-c2ccccc2F)no1)NCCN1CCOCC1	-0.7	2.3
C/C(=N/OC(=O)c1ccc(Br)cc1)c1ccc(C)cc1	-1.7	-0.4
CC(=O)Nc1nonc1-c1nc2ccccc2n1C	-0.5	1.6
O=C(Nc1ccccc1C(=O)Nc1ccccc1C(=O)NCc1ccco1)c1ccco1	0.7	-0.27
CCC(Oc1ccccc1)C(=O)Nc1ccccc1C(=O)N1CCOCC1 (stereo not given)	-3.2	0.24
Cc1cc(C)cc(N=Cc2[nH]c3ccc(Br)c(Cl)c3c2O)c1	1.5	-1.1
CCC1=NN(C(=O)c2cccnc2)C(O)(C(F)(F)F)C1 (stereo not given)	-1.1	-0.63
O=c1[nH]nc(CNc2cccc(C(F)(F)F)c2)c2ccccc12	-1.1	-1.9
CCOc1cc(NC(=O)c2ccco2)c(OCC)cc1NC(=O)c1ccco1	1.2	0.1
O=c1c2ccc([N+](=O)[O-])cc2ncn1CCOc1ccccc1	-1.2	-0.17
CN1CCC(N(C)CC(=O)Nc2ccccc2N2CCOCC2)CC1	0.1	2.2

Profiles, quoted from the list. Order of screens: STK33 inh	Kir21 inh
O=C(CCc1nc(-c2ccccc2F)no1)NCCN1CCOCC1 is entered as -0.7	2.3
C/C(=N/OC(=O)c1ccc(Br)cc1)c1ccc(C)cc1 is entered as -1.7	-0.4
CCC(Oc1ccccc1)C(=O)Nc1ccccc1C(=O)N1CCOCC1 (stereo not given) is entered as -3.2	0.24
O=c1c2ccc([N+](=O)[O-])cc2ncn1CCOc1ccccc1 is entered as -1.2	-0.17
CN1CCC(N(C)CC(=O)Nc2ccccc2N2CCOCC2)CC1 is entered as 0.1	2.2

Later entries:
SMILES	STK33 inh	Kir21 inh
Cc1[nH]c2ccccc2c1C1=NNC(=Nc2ccc(F)cc2)SC1	0.3	0.43
Cc1ccc(C(=O)Nc2ccccc2-c2ccccc2)cc1S(=O)(=O)Nc1cccc(C)c1C	-0.9	-0.31
O=C(COC(=O)CCc1c[nH]c2ccccc12)Nc1cc([N+](=O)[O-])ccc1Cl	-1.7	0.51
COc1ccc(C(=O)NCCSCc2ccccc2C)cc1	-2.7	1.4
CN(C)S(=O)(=O)N1CCN(C(=O)c2cccs2)CC1	-0.7	-0.02
CC(=O)N[C@@H](Cc1c[nH]c2ccccc12)C(=O)OCC(=O)Nc1ccc(Cl)c(S(=O)(=O)N(C)C)c1	3.8	0.1
COc1cccc(C(=O)Oc2ccc3ccc(O)cc3c2)c1	0.3	0.21
CCCCn1c(N)c(N(CC)C(=O)CSc2nnc(-c3ccco3)n2CC)c(=O)[nH]c1=O	-1.8	0.32
Cc1[nH]nc(-c2ccc(O)c(C)c2O)c1Oc1ccccc1	0.5	-0.42
COc1ccccc1N1CCN(C2CCCCC2NS(=O)(=O)c2ccccc2)CC1 (stereo not given)	-1.0	0.05
COc1ccc(N2CC(C(=O)N3CCc4ccccc43)CC2=O)cc1 (stereo not given)	0.0	-0.83
COc1ccc(CNC(=O)CCS(=O)(=O)c2ccc3c(c2)oc(=O)n3C)cc1	0.5	2.1
COc1ccc2nc3sc(C(=O)N4CCN(C)CC4)cc3cc2c1	3.7	-0.95
O=c1onc(-c2c(F)cccc2F)n1-c1ccccc1Cl	0.4	0.28
CN(Cc1ccccc1)C(=O)CCSc1nc(-c2ccc3c(c2)OCO3)cc(C(F)(F)F)n1	-0.6	0.68
Cc1cccc(NC(=O)c2cccc(NC(=O)Cc3cccs3)c2)c1	-0.3	0
COc1cc(CCC(=O)NCc2ccc(Cl)cc2)cc(OC)c1OC	-1.3	-1.8
CN1CCc2c(sc3nc(SCC(N)=O)n(-c4ccccc4)c(=O)c23)C1	1.0	1
Cc1ccc(NC(=O)c2ccc(=O)[nH]n2)cc1S(=O)(=O)Nc1ccccc1Cl	-0.6	·
O=C(c1ccco1)N1CCN(Cc2cn[nH]c2-c2ccc(F)cc2F)CC1	-0.7	1.2
Cc1cc(N2CCC(C(=O)N3CCN(c4cccc(C)c4C)CC3)CC2)n2ncnc2n1	12	-0.03
O=C(NCC1COc2ccccc2O1)c1cc2ccccc2o1 (stereo not given)	-0.2	1.1
Cc1cccc(NC(=O)COc2cccc3c2CCN(C)C3=O)c1	0.9	-0.3
Cc1c(C(=O)N2CCCCC2)sc(NC(=O)C(C)C)c1C#N	-2.0	0.67
COc1ccc(N(C)C(=O)c2cc3c(s2)-c2ccccc2OC3)c(OC)c1	-0.4	-0.88
COC(=O)C1CCN(C(c2cccs2)c2sc3nc(C)nn3c2O)CC1 (stereo not given)	0.3	-0.49
Cc1ccc(NC(=O)CN2C(=O)CN(C)C2=O)cc1S(=O)(=O)N1CCCCC1	-0.6	1.6
COc1cccc(/C=C/C(=O)c2ccc[nH]2)c1	4.2	-0.02
CC(C)(C)N/N=C/c1c(O)n(-c2ccc(Cl)cn2)c(=O)c2ccccc12	-1.4	-1.2
CN(C)C(=O)NC1c2ccccc2-c2ccccc21	0.2	0.85
COc1ccc(OCC(=O)Nc2ccc3c(c2)nc(CCNC(C)=O)n3C)cc1	-0.1	0.02
CCCc1ncc(C(O)c2cccc3ccccc23)n1C (stereo not given)	-1.2	-0.02
Cc1nc(NCc2ccco2)nc2c1C(=O)CC(C)C2 (stereo not given)	-1.0	-2.2
COC(=O)c1ccc(COc2ccc(NC(C)=O)cc2)o1	-2.4	-1.9
COc1cccc(OCc2cc(C(=O)N(C)CCOc3ccc(C)cc3)no2)c1	·	0.49
O=C(CCn1cccn1)Nc1ccc2c(c1)OCO2	2.6	0.84
COc1ccc(S(=O)(=O)N2CCC(C(=O)c3ccc4c(c3)OCCO4)CC2)cc1	-1.8	1
Cn1nc(C(=O)NCCN2CCOCC2)c2ccccc2c1=O	0.5	1.2
CC(=O)Nc1ccc(C(=O)NC2CCCC2)cc1	-0.7	·
COc1ccc(C2C(C(=O)c3ccco3)=C(O)C(=O)N2CCc2ccccc2)cc1OC (stereo not given)	-0.4	·
Cc1ccc(N2CC(C(=O)Nc3nnc(SCC(N)=O)s3)CC2=O)cc1 (stereo not given)	0.9	-1.5
COc1ccc(N2CCN(C(CNC(=O)C3CCCCC3)c3cccnc3)CC2)cc1 (stereo not given)	-0.8	-1.3
Cn1c(SCC(=O)Nc2sccc2C#N)nnc1-c1ccccc1	0.4	·
Cc1ccc(NC(=O)NCc2ccccn2)cc1	-2.5	-2.9
Cc1ccccc1-n1ncc2c1CC(C)(C)CC2NC(=O)C1CCC1 (stereo not given)	-0.7	-0.5
C=CCn1c(SC)nc2sc3c(c2c1=O)CCc1ccccc1-3	-1.6	0.7
c1coc(CNc2nc3sc4c(c3c3ncnn23)CCCC4)c1	-2.5	0.4
CN1CCN(C(=S)NC(=O)c2ccc(Cl)cc2)CC1	·	0.06
COc1cc(C=O)ccc1OCC(=O)Nc1cccc(S(=O)(=O)N(C)c2ccccc2)c1	-0.2	-1
CCOc1c(Br)cc(CNc2ncn[nH]2)cc1OC	0.0	-0.68
CC1CCC2C(=O)N(c3ccc(C(=O)Oc4cccc5cccnc45)cc3)C(=O)C2C1 (stereo not given)	0.7	1.6
CC(=O)c1ccc(OC(=O)/C=C/c2ccccc2)cc1	0.0	0.09
N#C/C(=C\c1c(Oc2ccccc2Cl)nc2ccccn2c1=O)C(=O)NC1CCS(=O)(=O)C1 (stereo not given)	-0.9	-1.2
COC(=O)c1c(C)[nH]c(C(=O)OC(C)C(=O)N2CCOCC2)c1C (stereo not given)	-0.5	1.2
COc1ccc(C(=O)Cn2c(C(=O)/C=C/c3ccccc3)nc3ccccc32)cc1	-0.4	0.89
CCCn1c(SC(C)C(=O)NCC2CCCO2)nc2sc(CC)cc2c1=O (stereo not given)	-0.3	0.18
Cc1nc(NC(=O)CCN2C(=O)C3CC=CCC3C2=O)sc1C (stereo not given)	-2.3	-0.02
COc1cc(OC)nc(Oc2ccc(NC(C)=O)cc2)n1	0.6	0.68
COc1cccc(Cn2cc(C(=O)NCCN(C)C)nn2)c1	1.4	0.2
COc1ccc2c(c1)-c1nc(N)sc1CC2	-0.2	-1.9
Next section
SMILES	STK33 inh	Kir21 inh
O=C(CSc1ccccc1)Nc1cc(Cl)ccc1Oc1ccccc1	-0.4	-1.2
CC(=O)Nc1ccc(SCC(=O)OCC(=O)NC(=O)NCCC(C)C)cc1	0.4	-0.06
CCn1c(CSc2nnc(-c3ccc4c(c3)OCO4)o2)nc2cc(S(=O)(=O)N(C)C)ccc21	6.6	·
COc1ccc(Nc2nc(-c3ccccc3)nc3ccccc23)cc1S(=O)(=O)N1CCOCC1	-1.4	0.35
COc1ccc(N(CC(=O)NC2CCCC2)C(=O)Cn2nnc(-c3ccc(OC)c(OC)c3)n2)c(OC)c1	-0.3	1.8
CC(=O)N1CCN(C(=S)Nc2cc(S(=O)(=O)N3CCOCC3)ccc2Cl)CC1	-1.3	1.1
Cc1nc2ccc([N+](=O)[O-])cc2c(=O)n1Cc1ccc([N+](=O)[O-])cc1	-1.9	2.1
COc1cc2nc(CN(C)Cc3ccc(OC)c(OC)c3OC)[nH]c(=O)c2cc1OC	0.1	0.8
CCCN(c1nc(C)cc(OC)n1)S(=O)(=O)c1ccccc1	-0.4	-8.3*
COc1ccc(/C=N/Nc2nc(C(=O)O)cs2)cc1	-1.2	2.5
COc1ccc(-c2noc(CCC(=O)NCCN(C)Cc3ccccc3)n2)cc1	1.0	-1.3
COc1ccc(-n2c(C)cc(/C=C3\SC(=O)NC3=O)c2C)cc1	-1.2	-1.3
O=C(NCCc1ccccc1)C(=O)NCC1CCCN1S(=O)(=O)c1cccs1 (stereo not given)	0.3	-0.09
CC(C)(C)NC[C@@H](O)COc1cccc2c1CCCC2=O	-0.4	·
Cc1ccc(NP(=O)(Nc2ccc(C)cc2)Nc2ccc(C)cc2)cc1	-0.2	-1.2
O=C(NN=C1CCCCCCCCCCC1)c1ccncc1	0.9	-1.8
COCCNC(=O)COc1ccccc1Cl	1.9	-0.7
CCOc1ccc(CSC(CC(=O)O)C(=O)O)cc1 (stereo not given)	-0.4	-1.7
O=C(CN1C(=O)C2CCCCC2C1=O)Nc1ccccc1C(=O)O (stereo not given)	-0.2	0.06
COc1ccc(Cl)cc1Nc1nc(-c2sc(NC(=O)CC(C)C)nc2C)cs1	-1.2	-1.1
CCC/C=N/NC(=O)C1COc2ccccc2O1 (stereo not given)	1.1	-0.38
COC(=O)c1nn(Cc2ccccc2)c(=O)c2ccccc12	0.7	1.7
CC1=C(C)CC(C(=O)NCc2cccc(Cl)c2)C(C(=O)O)C1 (stereo not given)	-2.2	-1
COc1c2ccoc2c(OC(C)=O)c2oc(C)cc(=O)c12	-0.6	-0.08
CC(=O)n1c(-c2ccccc2)c(-c2ccccc2)n(C)c1=O	-0.3	-1.1
CCCCc1nc2cc(C(=O)N3CCNC(=O)C3CC(=O)OC)ccc2o1 (stereo not given)	-0.5	0.33
CNC(=O)c1c(O)c2cccc3c2n(c1=O)CCC3	11	1.1
CC1(C)C(=O)Nc2ccccc2N1C(=O)COC(=O)C1CCCCC1	0.7	-2.3
CCOC(=O)CSc1[nH]c2cc(OC)ccc2c1[N+](=O)[O-]	0.0	-1.1
CSc1ccccc1NC(=O)CSCc1ccccc1Br	-1.5	-5.3*
Nc1c(C(=O)NCc2ccco2)nnn1-c1ccccc1	0.4	-1.9
Cc1csc(NC(=O)CSCc2c(C)noc2C)n1	-0.3	-0.71
O=[N+]([O-])c1ccc2sc(SCc3nc4ccccn4c3Br)nc2c1	-2.9	-0.03
NNc1nc2ccccc2c(=O)n1Cc1ccccc1	5.6	-1.2
COc1ccc2c([N+](=O)[O-])c(Cl)[nH]c2c1	0.0	-0.71
O=C(COC(=O)CC1CC2CCC1C2)Nc1c(F)cccc1F (stereo not given)	1.0	-0.49

Entries above shown as hits in Kir21 inh.
SMILES	STK33 inh	Kir21 inh
CCCN(c1nc(C)cc(OC)n1)S(=O)(=O)c1ccccc1	-0.4	-8.3*
CSc1ccccc1NC(=O)CSCc1ccccc1Br	-1.5	-5.3*

(continued)
SMILES	STK33 inh	Kir21 inh
NS(=O)(=O)c1ccc(CNS(=O)(=O)c2ccc3c(c2)OCCO3)cc1	-1.6	-2.2
CC(=O)N1CCN(S(=O)(=O)c2cccc(C(=O)NNC(=O)Cn3ccc(C(F)(F)F)n3)c2)CC1	0.2	0.76
O=C(CCc1ccccc1)NNC(=O)Nc1ccc(Br)cc1	-1.6	0.59
O=C(CCc1ccc(F)c(F)c1)NC1CCCN(Cc2ccc(Cl)cc2)C1 (stereo not given)	-0.9	-2.8
CC(C)(C)n1nnnc1C(c1ccc(F)cc1)N1CCC(C(N)=O)CC1 (stereo not given)	-2.7	-1.9
Cc1nc(C)c(C(=O)OCC(=O)Nc2ccccc2SCC#N)s1	-1.3	·
COc1cccc(C(=O)Nc2ccc(-c3nc4ccccc4o3)c(O)c2)c1	-0.6	-1
CCOc1ccccc1N(CC(=O)NC1CCCCC1)C(=O)CCC(=O)Nc1nccs1	-0.6	1
O=C(CC1=NC2(CCCC2)Cc2ccccc21)N1CCOCC1	-0.6	-1.4
CCOc1ccc(-n2cc(-c3ccccc3)c3c(SC(C)C(=O)OC)ncnc32)cc1 (stereo not given)	-1.2	2.2

Among those listed so far, these contain a CF3 group:
SMILES	STK33 inh	Kir21 inh
CCC1=NN(C(=O)c2cccnc2)C(O)(C(F)(F)F)C1 (stereo not given)	-1.1	-0.63
O=c1[nH]nc(CNc2cccc(C(F)(F)F)c2)c2ccccc12	-1.1	-1.9
CN(Cc1ccccc1)C(=O)CCSc1nc(-c2ccc3c(c2)OCO3)cc(C(F)(F)F)n1	-0.6	0.68
CC(=O)N1CCN(S(=O)(=O)c2cccc(C(=O)NNC(=O)Cn3ccc(C(F)(F)F)n3)c2)CC1	0.2	0.76
